Assay outcomes (PubChem BioAssay)
Menin MLL FP TR = inhibitors of human menin-MLL interaction, mutant MLL peptide; AID 1768; hit rate 0.23% among 270,000; Menin + Texas Red MLL mutant peptide, fluorescence polarization; O00255; Potency, µM (doses to about 61.6 µM), without a hit: top-dose FP activity change, negative = inhibition, usual class: inhibitors; active = well fitted inhibition curve with a large enough effect in the polarisation, with a control signal flat, not every such curve was filed as active; inconclusive = small, poorly fitted or top-dose-only effect, or effect the other way, or a change in a side signal; inactive = no such curve, though single readings can be large or run the other way; the % refers to the polarisation; note: potency is the fitted concentration of half-maximal effect; % of control where 0% means no effect; many of its hits are not listed in these tables
PKM2 act = activators of human pyruvate kinase M2 | P14618 | purified PKM2, Kinase-Glo ATP luminescence, activation; response scale: 0% is enzyme alone, no compound | Potency, µM (doses to about 57.5 µM), for the others: at the top dose activation, most hits filed as activators | hit rate 0.34% among 260,000; note: potency is the fitted concentration of half-maximal effect; % is set by controls: 0 for no effect and ±100 for the full control effect; nearly all actives have a fitted effect of over 55% in size
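Kinase-Glo luminescence reports ATP generated from ADP (0.1 mM) and PEP (0.5 mM) by purified hPK-M2 after 1 h at room temperature, pH 7.2 imidazole buffer; intermediate enzyme activity allows detecting inhibitors and activators.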
TRPV1 ag = activates the human vanilloid receptor TRPV1; Q8NER1; TRPV1-expressing cells, Fluo-8 calcium influx, agonist mode; activation, % at 8.33 µM; hit rate 0.19% among 320,000; AID 540275; in the data active = activation above about 80%; inconclusive = between about 30% and that limit; note: 0% is about no effect
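Cells expressing TRPV1 were dye-loaded with Fluo-8 and read kinetically: 10 s baseline, 3 min after compound (agonist portion), then 2 min after EC20 capsaicin (allosteric enhancer portion). Calcium-bound dye fluorescence at 480/520 nm.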
MLL CXXC-DNA inh = MLL CXXC-DNA interaction inhibition. Q03164. MLL-CXXC / FITC-HOXA9 DNA fluorescence polarization. Potency, µM (top dose mostly 115 µM), inactives show at the highest dose activity change, negative = inhibition, most hits filed as inhibitors. hit rate 0.037% among 290,000. AID 2662; active = well fitted inhibition curve with a large enough effect in the polarisation, with a control signal flat, not every such curve was filed as active; inconclusive = small, poorly fitted or top-dose-only effect, or effect the other way, or a change in a side signal; inactive = no such curve, though single readings can be large or run the other way; the % refers to the polarisation; note: potency is the fitted concentration of half-maximal effect
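Steps: dispense CXXC domain solution (7 uM) → pin compounds or unlabeled HOX-A9 DNA control → 5 min ambient → add FLSN-HOX-A9 solution (50 nM) → spin → 30 min ambient → fluorescence polarization. Tris pH 7.5/NaCl/DTT/BSA buffer.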
hERG WT inh = KCNH2 (human, wildtype) channel inhibition; activity change, % at 1.84 µM; AID 720551; hit rate 0.37% among 340,000; U2OS, BacMam KCNH2, thallium flux FluxOr; hits give low values; Q12809;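 active = maximum activity change below -70%; inconclusive = maximum activity change between -70% and -50%; inactive = maximum activity change above -50%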; note: % is set by controls: 0 for no effect and ±100 for the full control effect
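U2OS cells transduced with wild-type KCNH2 virus are loaded with FluxOr dye for 45 min, and thallium flux is measured in kinetic reads before and after stimulation buffer. Rate constants are normalized to DMSO controls.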
USP2a block = blocks human ubiquitin-specific protease USP2a | USP2 core, Ub-CHOP2 coupled fluorogenic reporter, 485/531 | Potency, µM (highest dose often 38.3 µM), without a hit: at the highest dose activity change, negative = inhibition, actives largely listed as inhibitors | hit rate 0.01% among 330,000;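 note: potency is the fitted concentration of half-maximal effect; plate controls were DMSO wells for no effect and full inhibition by NEM control for full effect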
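Cell-free coupled assay: 10nM USP2 core preincubated 30min RT with compound in Tris-HCl pH 8.0/CaCl2/CHAPS buffer, then 25nM Ub-CHOP2 and 25nM reporter substrate; fluorescence (Ex 485/Em 531) read after 60min RT, normalized to NEM inhibition, concentration-response curves fitted.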
Giardia killer = Giardia lamblia killing. hit rate 0.15% among 340,000. Giardia lamblia trophozoite viability. AID 540267. activity change, % at 7.66 µM, hits read low; in the data active = activity change below about -80%; inconclusive = between about -30% and that limit;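 note: parasites exposed to compound for two days anaerobically before the ATP read; % is set by controls: 0 for no effect and ±100 for the full control effect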
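Giardia trophozoites, 100 cells per well, were exposed to compounds for 48 hrs at 37 deg C under anaerobic conditions; viability was then read as ATP content by bioluminescence after 15-30 min at room temperature.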
B2AR arrestin = agonists driving beta-arrestin recruitment to human beta2-adrenergic receptor | Potency, µM (highest dose often 46.1 µM), inactives show at the top dose activation, actives largely listed as activators | beta-arrestin recruitment to beta2AR, cell-based reporter | hit rate 0.02% among 330,000 | P07550;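 note: potency is the fitted concentration of half-maximal effect; 0% = DMSO controls and full agonism = EC100 isoproterenol or metaproterenol; nearly all actives have a fitted effect of over 65% in size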
Target sequence (P07550 whole entry, looked up): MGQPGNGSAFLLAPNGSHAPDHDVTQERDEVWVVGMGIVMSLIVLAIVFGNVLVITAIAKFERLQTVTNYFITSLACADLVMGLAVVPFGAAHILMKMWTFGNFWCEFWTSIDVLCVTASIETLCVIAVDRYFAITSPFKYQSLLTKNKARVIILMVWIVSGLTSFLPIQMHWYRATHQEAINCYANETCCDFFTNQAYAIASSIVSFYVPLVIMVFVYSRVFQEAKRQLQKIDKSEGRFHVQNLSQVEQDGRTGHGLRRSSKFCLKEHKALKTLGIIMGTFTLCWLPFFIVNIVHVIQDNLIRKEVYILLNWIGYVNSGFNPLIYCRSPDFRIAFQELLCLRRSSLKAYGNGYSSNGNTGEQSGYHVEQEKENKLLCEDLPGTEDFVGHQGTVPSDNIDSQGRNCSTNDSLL
GALK inhibitor = inhibitors of human galactokinase; Potency, µM (doses to about 57.5 µM), inactives show at the top dose activity change, negative = inhibition, most hits filed as inhibitors; P51570; AID 1868; hit rate 0.007% among 270,000; Purified GALK, Kinase-Glo residual ATP luminescence; note: potency is the fitted concentration of half-maximal effect; % is set by controls: 0 for no effect and ±100 for the full control effect
Target sequence (P51570 whole entry, looked up): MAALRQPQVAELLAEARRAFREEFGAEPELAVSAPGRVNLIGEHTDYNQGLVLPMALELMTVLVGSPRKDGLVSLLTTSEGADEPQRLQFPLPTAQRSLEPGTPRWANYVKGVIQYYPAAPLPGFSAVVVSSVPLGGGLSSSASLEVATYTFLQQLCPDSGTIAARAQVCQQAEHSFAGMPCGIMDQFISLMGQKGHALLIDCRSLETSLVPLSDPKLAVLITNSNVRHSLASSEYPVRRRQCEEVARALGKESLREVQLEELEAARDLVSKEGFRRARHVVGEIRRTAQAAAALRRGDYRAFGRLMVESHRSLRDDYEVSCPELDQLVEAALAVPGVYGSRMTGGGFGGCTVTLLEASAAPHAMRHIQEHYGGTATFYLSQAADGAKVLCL
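5 nM enzyme, 35 uM ATP, 100 uM galactose, 20 mM HEPES pH8.0, 5 mM MgCl2; 1 h RT; residual ATP by Kinase-Glo Plus luminescence, qHTS format.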
FBPA coupling cs = counter-screen for Giardia aldolase inhibitors: coupling enzyme system; coupling enzyme system counterscreen, AmpLite Red fluorescence; activity change, negative = inhibition, % at 58.2 µM, hits read low; hit rate 0.67% among 290,000; AID 2472; in the data active = activity change below about -30%; note: % is set by controls: 0 for no effect and ±100 for the full control effect
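Fluorescence at 525 nm excitation and 598 nm emission measured inhibition of the coupled detection system without aldolase. Compounds (at 57.5 uM final) were preincubated 10 min at room temperature with coupling enzyme reagent before a 20 min substrate/AmpLite Red step.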
KCNH2 3.1 block = blocks the human KCNH2 3.1 channel isoform | U2OS KCNH2 3.1, thallium flux FluxOr; hits give low values | activity change, % (tested at about 1.8 µM) | AID 720553 | hit rate 0.95% among 340,000;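 active = maximum activity change below -70%; inconclusive = maximum activity change from -70% to -50%; inactive = maximum activity change above -50%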;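 note: thallium influx rate constant from kinetic fluorescence after stimulation buffer; % is set by controls: 0 for no effect and ±100 for the full control effect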
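Thallium flux via FluxOr fluorescence (Red40 quencher, 45 min loading) in U2OS cells virally expressing the KCNH2 3.1 isoform (1.77 x 10^8 /mL virus, overnight at 37 C). Rate constants from 2-min kinetic reads post-stimulation, normalised to positive and negative controls.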
* hit, by the source's call; i = inactive; u = inconclusive; x = not tested or not shown; & = joins results of further samples; [ ] = another dose, or the depositor's remark. Unless noted, calls come from the whole dose curve; as a rule, active = well fitted curve in the direction sought with a large enough effect; inconclusive = small, poorly fitted or top-dose-only effect, or another doubt; inactive = no such curve, though single readings can be large; an effect the other way counts as inactive or inconclusive. Some of the compounds tested (hit frequency here may not be typical).

Every second line gives: Menin MLL FP TR	PKM2 act	TRPV1 ag	MLL CXXC-DNA inh	hERG WT inh	USP2a block	Giardia killer	B2AR arrestin	GALK inhibitor	FBPA coupling cs	KCNH2 3.1 block
CN1C(C(=O)NCc2ccccc2)CC2Cn3c(nc4cc5ccccc5cc43)C21 (stereo not given)
    x	0%	-2	-5%	1	0%	-2	0.4%	6%	0	26
CCC(=O)Nc1nnc(SCC(=O)NCCc2ccc(OC)c(OC)c2)s1
    -16%	0%	0	6%	6	0%	-5	-0.9%	-1%	1	17
CNC(=S)NNC(=O)c1sccc1C
    -3%	3%	13	-4%	27	0%	-2	-0.1%	1%	-5	10
COc1cccc(NC(=O)CSc2ncnc3c2cnn3Cc2ccccc2)c1
    5%	u	9	11%	0	3%	-1	-0.1%	1%	-2	-12
COc1cc(/C=C/C(=O)OCC(=O)NCc2ccccc2OC)ccc1O
    x	x	27	x	3	-2%	11	0.4%	x	x	5
COc1ccccc1NS(=O)(=O)c1ccc(Cl)c(NC(=O)CN2C(=O)c3ccccc3C2=O)c1
    -7%	-5%	-4	7%	18	-1%	3	0.4%	1%	0	-1
O=C(COC(=O)/C=C/c1ccccc1Cl)Nc1cccnc1Cl
    x	x	x	x	-1	4%	13	0.0%	x	x	-4
Cc1c(CCO)c(=O)[nH]n1C(=O)c1c(F)cccc1F
    -24%	3%	-3	21%	-27	1%	11	-0.9%	0%	-3	18
Cc1cc(N2CCN(C)CC2)nc2ccc(NC(=O)CCC3CCCC3)cc12
    9%	x	-5	25%	27	2%	31[activator]	-0.1%	-1%	2	-12
COC(=O)c1ccncc1C(=O)Nc1ccc(OC)cc1
    -7%	x	0	-2%	-1	3%	-28	0.2%	1%	-1	14
COc1cc(CCC(=O)OCC(=O)Nc2c(C)cc(C)cc2C)cc(OC)c1OC
    0%	-5%	-5	10%	29	3%	-11	-0.6%	0%	3	11
O=C(COC(=O)CNS(=O)(=O)/C=C/c1ccccc1)Nc1cc(S(=O)(=O)N2CCCCC2)ccc1Cl
    -3%	1%	-1	u	-1	3%	-11	-0.3%	-2%	7	20
O=C(CN(Cc1ccccc1)S(=O)(=O)c1cccc(C(F)(F)F)c1)NC1CCCCC1
    5%	-1%	u	-4%	-13	3%	-3	0.0%	-1%	-7	23
O=C(COC(=O)c1ccc(F)cc1Cl)NC1CCS(=O)(=O)C1 (stereo not given)
    x	x	-1	x	0	3%	3	-0.9%	x	x	-1
CCOC(=O)C(C(=O)OCC)N(C#N)c1nc(N(C)C)nc(N(C)C)n1
    -19%	2%	3	16%	-17	1%	4	0.0%	-2%	-1	8
Oc1ccc(Br)cc1C=Nc1ccc2c3c(cccc13)CC2
    u	9%	6	-5%	2	0%	-9	0.5%	1%	-1	-11
CCn1c(CNc2ccc(Cl)cc2)nnc1SCc1ccccc1
    2%	0%	6	1%	-11	-1%	13	-0.1%	-4%	-2	-4
Cc1ccc(-c2nc3ccccc3c(=O)n2-c2c(C)n(C)n(-c3ccccc3)c2=O)cc1
    x	-4%	-1	-14%	0	1%	-9	-0.9%	6%	-2	-9
COCC1CCN(C(=O)C2CCC(=O)N(Cc3cccc(F)c3)C2)CC1 (stereo not given)
    -9%	-4%	3	u	-4	4%	7	-1.0%	4%	-1	13
CC(=O)c1ccc(S(=O)(=O)NCc2nnnn2-c2ccccc2)cc1
    1%	x	-2	18%	10	-1%	-29	-0.1%	1%	4	18
COc1ccccc1OCc1cc(C(=O)NCCN2CCCC(O)C2)no1 (stereo not given)
    -2%	-5%	0	8%	-3	2%	-20	-0.7%	4%	-1	-7
COc1ccccc1OCCC(=O)Nc1cccc(S(=O)(=O)N2CCCCC2)c1
    11%	-1%	4	4%	6	2%	8	-1.1%	1%	6	9
CN(C(=O)COC(=O)c1cnc(Cl)c(Cl)c1)C1CCS(=O)(=O)C1 (stereo not given)
    12%	2%	0	3%	-9	2%	2	-0.8%	15%	3	-10
O=C(Nc1ccccc1)c1cc2ccc3ccccc3c2s1
    x	-2%	u	-4%	-10	2%	-3	0.1%	x	2	-2
CC(=O)Nc1ccc2nc(-c3ccncc3)[nH]c2c1
    -13%	-19%	14	8%	-6	-4%	5	0.2%	0%	0	10
CCN(CC)c1ccc(NC(=O)CN2CCN(S(=O)(=O)c3cc(Cl)ccc3OC)CC2)cc1
    x	-7%	1	1%	11	-9%	11	0.4%	1%	0	-5
COc1ccc(OCC(=O)NC(=S)Nc2ccc(S(=O)(=O)Nc3cc(C)on3)cc2)cc1
    13%	4%	-5	-6%	-1	0%	1	4.0%	-1%	6	-6
Cc1ccc([N+](=O)[O-])c2c1C(N1CCCCC1)C(C)(C)O2 (stereo not given)
    0%	3%	1	-3%	i	2%	22	0.1%	-3%	-1	-1
CC(C)CNc1ncnc2c1sc1nc(N3CCOCC3)c3c(c12)CC(C)(C)OC3
    -5%	-1%	-2	-5%	6	2%	-17	-0.2%	-4%	0	13
COc1ccc(N2CCN(S(=O)(=O)Cc3ccccc3)CC2)cc1
    -2%	-5%	0	27%	13	0%	21	-0.1%	-2%	3	-11

One compound at a time (already shown). Order of screens: Menin MLL FP TR | PKM2 act | TRPV1 ag | MLL CXXC-DNA inh | hERG WT inh | USP2a block | Giardia killer | B2AR arrestin | GALK inhibitor | FBPA coupling cs | KCNH2 3.1 block
Entry for COc1ccccc1OCc1cc(C(=O)NCCN2CCCC(O)C2)no1 (stereo not given) = -2% | -5% | 0 | 8% | -3 | 2% | -20 | -0.7% | 4% | -1 | -7
Entry for CN(C(=O)COC(=O)c1cnc(Cl)c(Cl)c1)C1CCS(=O)(=O)C1 (stereo not given) = 12% | 2% | 0 | 3% | -9 | 2% | 2 | -0.8% | 15% | 3 | -10

Some of these compounds in order of SMILES length, low to high.
Every second line gives: Menin MLL FP TR	PKM2 act	TRPV1 ag	MLL CXXC-DNA inh	hERG WT inh	USP2a block	Giardia killer	B2AR arrestin	GALK inhibitor	FBPA coupling cs	KCNH2 3.1 block
O=C(COC(=O)/C=C/c1ccccc1Cl)Nc1cccnc1Cl
    x	x	x	x	-1	4%	13	0.0%	x	x	-4
CN(C(=O)COC(=O)c1cnc(Cl)c(Cl)c1)C1CCS(=O)(=O)C1 (stereo not given)
    12%	2%	0	3%	-9	2%	2	-0.8%	15%	3	-10
COc1cc(CCC(=O)OCC(=O)Nc2c(C)cc(C)cc2C)cc(OC)c1OC
    0%	-5%	-5	10%	29	3%	-11	-0.6%	0%	3	11

(continued)
Every second line gives: Menin MLL FP TR	PKM2 act	TRPV1 ag	MLL CXXC-DNA inh	hERG WT inh	USP2a block	Giardia killer	B2AR arrestin	GALK inhibitor	FBPA coupling cs	KCNH2 3.1 block
O=C(C1CCCN(S(=O)(=O)c2cccc3nsnc23)C1)N1CCCCCC1 (stereo not given)
    10%	0%	6	14%	16	2%	3	-0.2%	4%	-3	1
CCOC(=O)c1sc(-c2ccccc2)cc1NC(=O)Nc1ccccc1
    u	-15%	88*	6%	2	-4%	8	-0.1%	1%	-4	-1
O=C(CC1C(=O)NCCN1Cc1cccc(Oc2ccccc2)c1)NCCc1cscn1 (stereo not given)
    -21%	-3%	0	-2%	x	2%	21	-0.2%	5%	-5	-5
Cc1cc(C)cc(OC(C)C(=O)Nc2ccccc2C(=O)NCc2cccnc2)c1 (stereo not given)
    4%	9%	12	-5%	-13	0%	-12	0.2%	-2%	-1	-12
CCC(C(=O)OCCOCCN(CC)CC)c1ccccc1 (stereo not given)
    -6%	19%	6	-2%&-10%	-17	0%	0	-0.3%	-1%	-1	14
Cc1ccc(S(=O)(=O)Nc2nsc(N)n2)cc1
    5%	-11%	1	-14%	-12	1%	12	0.6%	0%	0	12
Cc1onc(-c2ccccc2Cl)c1C(=O)N1CCCC1
    14%	-1%	3	12%	5	3%	5	-0.2%	1%	1	-2
O=C(OCCCOC(=O)c1ccccc1O)c1ccccc1O
    -1%	0%	6	3%	x	0%	x	0.4%	-2%	-4	x
CCCCOc1ccc(S(=O)(=O)NCc2csc(C)n2)cc1
    -5%	1%	0	0%	-8	3%	4	0.0%	-3%	-1	-5
O=C(Nc1ccc(N2CCOCC2)cc1)C1CC(=O)N(c2ccc(F)cc2)C1 (stereo not given)
    18%	10%	-1	-5%	1	2%	-1	0.2%	-2%	-3	8
O=C(Nc1ccncc1)c1cccc(F)c1
    -13%	2%	7	1%	-7	2%	10	-0.4%	0%	1	-14
O=C(c1ccc(S(=O)(=O)N2CCCC2)cc1)N1CCN(c2ccccc2F)CC1
    x	-1%	23	5%	-7	-1%	14	-0.4%	-4%	x	-5
